Compound activity deposited in PubChem BioAssay by several laboratories.
SIAH1 antagonists = Siah-1 peptide-binding antagonists, primary screen, biochemical, fluorescence polarization, rhodamine-plectin, uHTS (AID 1817); E3 ubiquitin-protein ligase SIAH1 (Homo sapiens); Siah-1 / rhodamine-plectin peptide fluorescence polarization; higher % means a stronger effect; displacement, % at 20 µM; hits with a dose series show IC50 in µM; 290,000 compounds, 0.02% hits;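 active means displacement of at least 50% at 20 µM, with a fluorescence ratio check between 0.3 and a set limit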;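 further: plate controls were Siah plus tracer with DMSO for no effect and tracer alone without Siah for full effect; strong numbers were not always called active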
XIAP antagonists = XIAP antagonists, biochemical, IAP family, fluorescence polarization (AID 1018) | XIAP BIR domain, fluorescence polarization peptide displacement; higher % means a stronger effect | displacement, % at 20 µM, or IC50 in µM where a hit was titrated | 200,000 compounds, 0.007% hits; in the data active means displacement above about 50%; further: a part of the inactive calls stands beside numbers as strong as those of hits
LYP inhibition = inhibitors of LYP phosphatase, biochemical, fluorescence intensity, uHTS (AID 1779); Tyrosine-protein phosphatase non-receptor type 22 (Homo sapiens); recombinant LYP phosphatase, fluorescence intensity; higher % means a stronger effect; inhibition, % at 11.5 µM, or IC50 in µM where a hit was titrated; 290,000 compounds, 0.054% hits;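 further: plate controls were vehicle with enzyme for no effect and no enzyme for full effect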
AID2073 = inhibitors of Mint1-CaV2.2 protein interaction, biochemical, HTRF (AID 2073) | HTRF protein-protein interaction, Mint1-CaV2.2; higher % means a stronger effect | inhibition, % at 20 µM, or IC50 in µM where a hit was titrated | 290,000 compounds, 0.19% hits; in the data active means inhibition mostly above about 51%, no sharp cut-off; further: some results filed as inactive read as strong as hits
Dynein cargo inh = inhibitors of GR-EGFP nuclear translocation, primary screen, dynein cargo transport inhibitor project, imaging, high-content, 3617.4 mouse cells; AID 1381, 2008; 220,000 compounds, 0.47% hits; z-score, hits read low; test concentration mostly 20 µM; stimulated with dexamethasone, 1 µM; stronger effect = lower value;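 active means plate z-score of nuclear minus cytoplasmic receptor signal below a set negative limit, without overly bright fluorescence or cell loss, cut at about -3.5 in these data, passing the limit was not always enough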;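 further: z-score of nuclear minus cytoplasmic ring GR-EGFP intensity difference per well; some compounds called inactive have numbers as strong as hits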
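Buffer or medium: tet-free medium with charcoal-stripped serum / Also added: dexamethasone agonist, 1.0 µM final, for 30 min / Timing: induction 48 h, compound 1 h, agonist 30 min / Measured by: high-content fluorescence imaging after fixation / Read-out: nuclear-to-cytoplasmic GR-EGFP distribution per well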
PMI inhibitors = inhibitors of human PMI, primary screen, biochemical, fluorescence intensity, coupled assay (AID 1209); 190,000 compounds, 0.42% hits; Mannose-6-phosphate isomerase (Homo sapiens); purified PMI enzyme, coupled fluorescence intensity; higher % means a stronger effect; inhibition, % at 20 µM; hits with a dose series show IC50 in µM;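 further: plate controls were DMSO vehicle for no effect and wells lacking substrate for full effect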
P. falciparum M1AAP = P. falciparum M1AAP inhibitors, biochemical, fluorogenic H-Leu-NHMec substrate, 1536-well (AID 1445) | Aminopeptidase N (Plasmodium falciparum (isolate 3D7)) | recombinant M1AAP, H-Leu-NHMec fluorogenic kinetic assay; higher % means a stronger effect | inhibition, % at 30 µM; hits with a dose series show IC50 in µM | 220,000 compounds, 0.42% hits;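 active means primary inhibition above the hit cutoff, then over 50% inhibition at one or more dose response concentrations, cut at about 23% in these data, passing the limit was not always enough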;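 further: plate controls were DMSO full reaction for no effect and no enzyme background for full effect; strong numbers were not always called active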
human PMI inhibitors = human PMI inhibitors, high substrate, primary screen, biochemical, fluorescence intensity, high mannose 6-phosphate (AID 1220); Mannose-6-phosphate isomerase (Homo sapiens); recombinant PMI enzyme, coupled fluorescence intensity; higher % means a stronger effect; inhibition, % at 20 µM, or IC50 in µM where a hit was titrated; 190,000 compounds, 0.66% hits
M17LAP inhibition = P. falciparum M17LAP inhibitors, primary screen, biochemical, fluorogenic H-Leu-NHMec substrate, 1536-well (AID 1619) | Leucine aminopeptidase (Plasmodium falciparum (isolate 3D7)) | inhibition, % at 30 µM, or IC50 in µM where a hit was titrated | 220,000 compounds, 0.38% hits | recombinant M17LAP, H-Leu-NHMec fluorogenic kinetic assay; higher % means a stronger effect;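 active means compound inhibiting the enzyme by more than half at any dose during confirmatory dose-response retesting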;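 further: plate controls were full reaction with DMSO carrier for no effect and no enzyme background for full effect; strong numbers were not always called active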
Dynein cargo inh cytoplasmic EGFP = recorded beside Dynein cargo inh, whose call it bears; z-score; measured here: cytoplasmic GR-EGFP intensity; stronger effect = higher value
Dynein cargo inh nuclear GR-EGFP = recorded beside Dynein cargo inh, whose call it bears; z-score; measured here: nuclear GR-EGFP intensity;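 lower value marks the stronger effect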
Dynein cargo inh cell count = second read-out of Dynein cargo inh, no call of its own (marks repeat the call); z-score; measured here: cell count per field
* hit, by the source's call; x = not tested or not shown. Unless noted, no stated cut-off is given here; in the data, active means inhibition above about 50%; inactive means the rest.

SMILES	SIAH1 antagonists	XIAP antagonists	LYP inhibition	AID2073	Dynein cargo inh	Dynein cargo inh cytoplasmic EGFP	Dynein cargo inh nuclear GR-EGFP	Dynein cargo inh cell count	PMI inhibitors	P. falciparum M1AAP	human PMI inhibitors	M17LAP inhibition
c1ccc2c(c1)nc(NC1CCCCC1)c1nncn12	-4.2%	11.8%	-4.2%	30.6%	0.712	-0.192	0.592	-0.245	10.4%	-1.6%	7.1%	9.5%
COCC(COCCCNC(=O)Nc1ccc(Br)cc1)OC (stereo unspecified)	-3.7%	-4.7%	-3.0%	-8.9%	0.756	-0.177	0.442	-1.49	2.4%	4.2%	2.2%	7.0%
COC(=O)CCC/C=C1/SCC(NC(=O)c2ccccc2)C1NC(C)=O (stereo unspecified)	-1.9%	-1.0%	-0.5%	7.7%	-0.205	-0.359	-0.407	0.7	-4.1%	-2.3%	-5.6%	3.0%
O=C(CNc1ccc2c(c1)OCO2)N/N=C\c1ccccc1Cl	-9.5%	-3.6%	3.0%	15.8%	-0.316	-0.3	-0.548	0.46	20.7%	10.9%	48.4%	13.8%
Cc1cccc(NNC(N)=S)c1	0.4%	-4.7%	-7.2%	-3.2%	0.308	-0.23	0.418	-0.447	4.4%	0.4%	19.7%	-2.6%
Nc1nc(SCC(=O)Nc2ccccc2)nc2nc3c(cc12)CCCC3	-6.5%	-5.3%	-4.5%	11.1%	0.258	-0.108	0.265	-0.971	-2.0%	13.5%	0.9%	6.6%
CC(Cc1ccccc1)NC(=S)CN1CCCC1=S (stereo unspecified)	0.2%	x	-8.4%	-6.2%	0.0965	-0.18	0.0374	0.156	x	2.5%	x	-5.1%
CN(C)S(=O)(=O)N(CC(=O)NCc1ccccc1)c1ccccc1	-2.0%	-13.0%	-6.1%	-3.6%	-0.00145	0.0418	0.314	-0.66	16.1%	-6.3%	7.6%	-7.3%
NC(=O)COc1ccc(C23CC4CC(CC(C4)C2)C3)cc1	4.0%	-3.8%	3.0%	8.7%	-0.33	-0.137	-0.282	0.337	-2.7%	3.6%	0.2%	12.9%
CCN(CC)C(=O)CC(c1cc(OC)c(OC)c(OC)c1)c1c(O)cc(OC)cc1OC (stereo unspecified)	-6.9%	x	-8.3%	0.5%	-0.0806	-0.814	0.0579	0.125	x	5.8%	x	-3.9%
COc1ccc(CCNC(=O)c2ccccc2N(C)S(=O)(=O)c2ccccc2)cc1	1.6%	0.0%	-8.9%	5.1%	-0.979	-0.188	-0.308	0.377	-2.9%	9.8%	-14.4%	7.5%
Cc1cc(Br)c(OCC(=O)NN)c2c1CCC2	3.9%	x	-4.5%	-1.2%	0.0436	-0.272	0.0635	-0.0954	x	7.9%	x	1.6%
COC(=O)c1ccc(C2OCC(C)(C)CO2)cc1	6.4%	-21.2%	-4.1%	-11.7%	-0.558	-0.321	-0.256	0.516	-14.6%	-0.3%	-9.1%	3.0%
Cc1ccc2c(c1)COc1c3ccc(C(=O)NCC4CC4)cc3nn1-2	1.7%	x	2.4%	1.7%	-0.024	-0.763	0.143	-0.0741	x	12.2%	x	5.4%
COc1ccc(NC(=O)N2c3ccc(OC)cc3C(C)=CC2(C)C)cc1	9.7%	0.4%	-5.8%	11.3%	0.213	-0.266	0.732	0.305	38.0%	8.2%	x	16.4%
Cc1nc(N2CCC(C)CC2)c2c(C)c(C(=O)Nc3ccccc3C(F)(F)F)sc2n1	0.4%	-8.7%	9.7%	22.0%	-0.14	0.305	0.35	-1.06	2.6%	8.2%	0.5%	1.8%
COc1ccc(C)cc1NC(=O)Nc1ccccc1SC	-9.6%	-1.1%	5.4%	2.1%	-0.31	-0.282	-0.00508	0.22	13.5%	3.4%	12.3%	-4.5%
COC(C(=O)NNC(=O)CCc1ccccc1)c1ccccc1 (stereo unspecified)	9.8%	-3.9%	-1.4%	7.1%	-0.253	-0.264	-0.531	0.616	-4.2%	0.9%	0.5%	14.6%
COc1ccc(-c2nnn(CC(=O)N(CC(=O)NC3CCCC3)c3cccc(C)c3)n2)cc1OC	-0.9%	-4.0%	-8.1%	5.6%	0.0863	1.23	0.615	0.00768	1.9%	5.2%	2.9%	-2.6%
Nc1c(C(=O)NCCc2ccccc2)nnn1Cc1ccc(Cl)cc1	2.7%	-14.0%	2.7%	15.0%	-0.176	-0.251	0.0326	-0.493	-6.5%	-3.9%	0.3%	3.5%
Cc1ccccc1NC(=O)/C(C#N)=C/c1ccsc1	9.4%	-0.1%	-7.1%	-4.5%	0.557	-0.0433	0.652	-0.136	2.1%	3.6%	-8.6%	-4.1%
CC(C)c1ccc(NC(=S)NNC(=O)c2cccnc2)cc1	4.5%	-1.5%	-3.9%	-6.9%	-0.664	-0.235	-0.265	0.578	-10.8%	-12.3%	-8.9%	11.2%
CNc1cc([N+](=O)[O-])ccc1N/C=C/C(=O)c1cccs1	-3.9%	-4.4%	2.4%	3.4%	0.581	-0.206	0.216	0.216	-8.2%	2.8%	-3.3%	19.1%
CCOC(=O)C(C)Sc1cnccn1 (stereo unspecified)	-2.1%	-6.9%	-5.4%	13.3%	-0.111	-0.108	0.0118	0.227	8.7%	1.0%	6.3%	-0.7%
CCOC(=S)SCc1cn2ccccc2n1	3.7%	1.7%	-3.7%	-10.7%	-1.01	-0.161	-0.55	0.916	7.7%	7.5%	11.0%	2.4%

(cont.)
SMILES	SIAH1 antagonists	XIAP antagonists	LYP inhibition	AID2073	Dynein cargo inh	Dynein cargo inh cytoplasmic EGFP	Dynein cargo inh nuclear GR-EGFP	Dynein cargo inh cell count	PMI inhibitors	P. falciparum M1AAP	human PMI inhibitors	M17LAP inhibition
COc1ccc(S(=O)(=O)N2CCC(C(=O)N3CCC(C(N)=O)CC3)CC2)cc1Cl	-3.1%	-1.9%	-4.5%	-13.9%	-0.317	0.289	0.416	-0.4	-1.3%	2.1%	-3.8%	1.2%
CCC(=O)Nc1ccc(C(=O)Nc2c[nH]c(=O)[nH]c2=O)cc1	3.5%	-7.6%	-2.5%	30.0%	-0.475	-0.345	0.0775	0.822	-3.8%	0.3%	-4.8%	0.1%
O=C(CCNC(=O)c1ccco1)Nc1ccccc1N1CCOCC1	-4.3%	0.6%	-5.4%	4.8%	-0.537	-0.249	-0.343	0.444	-9.5%	0.5%	-12.2%	1.7%
CCCCNC(=O)CCCCCNS(=O)(=O)c1ccc(OC)cc1	-6.2%	-1.5%	1.4%	1.0%	-0.0768	-0.443	-0.0738	0.625	-8.2%	-4.7%	-4.5%	6.0%
COc1cccc(CNc2nn[nH]n2)c1OC	0.0%	-10.6%	2.7%	3.0%	-0.733	-0.261	-0.645	0.426	21.3%	1.3%	18.6%	67.2µM*
O=C(Nc1nnc(C2CC2)s1)C1COc2ccccc2O1 (stereo unspecified)	8.2%	-6.8%	-2.3%	9.8%	-1.59	-0.253	-0.765	0.781	-1.8%	8.7%	-0.6%	23.0%
Cc1ccc(C)c(NC(=O)CSc2nc3c(c(=O)n2C)SC(C)C3)c1 (stereo unspecified)	4.0%	1.7%	1.7%	15.4%	0.367	-0.24	0.378	0.64	14.7%	-4.8%	17.5%	2.5%
CCCCc1c(O)nc(SCC(=O)N2CCCCC2)n(-c2ccccc2C)c1=O	-3.0%	-5.6%	-5.3%	13.9%	-0.158	-0.156	0.0288	0.115	14.4%	-4.7%	9.8%	16.7%
COC(=O)c1cccc(NC(=O)Cc2ccc(OC)cc2)c1C	-2.8%	-1.9%	-8.8%	8.0%	-0.701	-0.177	-0.14	0.331	-12.3%	2.1%	-3.7%	3.6%
O=C(CCl)Nc1cccc(S(=O)(=O)NC2=NCCC2)c1	14.1%	x	-6.4%	-10.3%	-0.809	0.178	-0.166	-1.74	x	0.7%	x	-2.0%
CC1CN(C(=O)c2ccccc2Sc2ccccc2C#N)CC(C)O1 (stereo unspecified)	1.9%	-5.7%	-9.0%	0.0%	0.318	-0.191	0.217	0.566	7.1%	8.6%	7.4%	1.2%
CC1CN(C(=O)c2cccc(S(=O)(=O)Nc3ccc(Cl)cc3)c2)CC(C)O1 (stereo unspecified)	9.5%	-8.5%	-4.4%	-0.4%	0.419	-0.186	0.475	-0.108	5.7%	-0.8%	5.0%	2.1%
c1cnc2c(OCc3nc4ccccc4[nH]3)cccc2c1	-2.1%	-3.8%	-5.9%	6.6%	-0.6	-0.227	-0.477	-0.299	2.7%	0.0%	-17.5%	3.1%
COc1ccccc1NC(=O)N1CCCC(C(=O)Nc2cccc(C)c2C)C1 (stereo unspecified)	-2.3%	1.1%	-3.7%	-1.7%	0.281	-0.196	0.401	0.127	-1.5%	7.1%	16.8%	12.5%
CCOC(=O)c1c(NC(=O)CSc2nnc3ccccn23)sc2c1CCC2	-0.7%	-4.2%	2.6%	-1.4%	-0.838	-0.177	0.209	0.587	-1.8%	8.1%	-3.6%	8.6%
COc1ccccc1N1CCN(C/C(C)=C/c2ccccc2)CC1	7.9%	-2.8%	-8.0%	-0.4%	-0.607	0.946	-0.117	0.736	5.3%	11.3%	-4.1%	1.2%
COC(=O)c1cc(OC)c(OC)cc1NCC(=O)Nc1ccc(C)cc1	0.0%	0.0%	0.7%	2.8%	-0.0385	-0.0494	0.174	-0.721	13.5%	5.9%	13.9%	3.1%
O=C(Nc1ccccc1)Nc1cccc(Cl)c1	0.2%	-5.7%	1.3%	15.0%	0.078	-0.0212	0.371	0.15	-1.8%	2.1%	-6.7%	15.7%
N#Cc1nc(-c2ccc(Cl)cc2)oc1NCc1cccc2c1OCO2	5.2%	-3.2%	-6.0%	1.6%	-0.164	-0.227	-0.484	0.531	11.5%	10.0%	3.7%	5.6%

Taken from above:
Cc1ccc(C)c(NC(=O)CSc2nc3c(c(=O)n2C)SC(C)C3)c1 (stereo unspecified) in LYP inhibition is entered as 1.7%
COC(=O)c1ccc(C2OCC(C)(C)CO2)cc1 in Dynein cargo inh cytoplasmic EGFP is entered as -0.321
